# IMPase Li cell: IMPase inhibition in cells with lithium potentiation; CHO-M1 cells, IP1 TR-FRET (IP-One), carbachol + lithium; Potency, µM (highest dose often 59.4 µM), inactives show at the highest dose activity, negative = IMPase inhibition, hits mostly inhibitors; 210,000 tested, 0.35% active;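 also: IP1 builds up when IMPase is blocked and the TR-FRET signal falls; potency is read from the fitted curve at half-maximal effect; plate controls were basal vehicle for no effect and high inhibitor control for full effect; nearly all actives have a fitted effect of over 50% in size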
#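 CHO cells stably expressing M1 receptor (2000/well) were cultured 16–30 h, then exposed to compounds with a small lithium addition for 30 min at 37C. IP1 was measured by TR-FRET competition; AC50 from Hill fits.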
# Epigenetic derep: epigenetic control regulation, reporter derepression; murine LDR cells, GFP reporter derepression, 30 h; Potency, µM (doses to about 53.9 µM), without a hit: at the top dose GFP activation, hits mostly activators; 280,000 tested, 0.2% active; also: potency is read from the fitted curve at half-maximal effect; % of control where 0% means no effect; nearly all actives have a fitted effect of over 60% in size
#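 GFP-positive cell count by laser-scanning cytometry (objects 20–120 um) after 30 h, 37 C compound exposure of murine LDR cells; reporter is CMV-GFP integrated at a silenced locus, inducible by HDAC or DNMT inhibitors.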
# LMNA splice mod: LMNA splicing modulation; 200,000 tested, 0.01% active; HeLa LMNA splicing GFP/RFP minigene ratio, 48 h; Potency, µM (titrated, usually from 46.1 µM), inactives show at the top dose ratio change, negative = inhibition, most hits filed as inhibitors; active = well fitted inhibition curve with a large enough effect in the signal ratio, with a control signal flat, not every such curve was filed as active; inconclusive = small, poorly fitted or top-dose-only effect, or effect the other way, or a change in a side signal; the % refers to the signal ratio; also: potency is read from the fitted curve at half-maximal effect; % is scaled to controls: 0 for no effect and ±100 for the full control effect
#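 Read-out is the ratio of GFP to DsRed2 object intensity, acquired by 488 nm laser-scanning cytometry on HeLa lamin A-EGFP minigene reporter cells. Compound incubation 48 hrs at 37 °C in Opti-MEM with 2% FBS; DMSO 0.5% final.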
# CBFb-RUNX1 inh: blocks binding between human CBF-beta and RUNX1. Q01196+Q13951. Potency, µM (series often up to 59.8 µM), for the others: at the top dose activity, negative = inhibition, usual class: inhibitors. 230,000 tested, under 10 active. AlphaScreen CBFb-His/RUNX1-biotin binding, biochemical; also: % of control where 0% means no effect
#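 Bead-based AlphaScreen assay; binding partners His-tagged CBF-beta and biotinylated RUNX1 at 30 nM each. Compound exposure 15 min after a 20-min protein preincubation; bead step 90 min; all steps at room temperature.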
# KinaseGlo FLuc: Kinase-Glo luciferase inhibition (counter-screen); Kinase-Glo luciferase, ATP luminescence, 8 min; Q27757; 200,000 tested, 0.28% active; Potency, µM (highest dose often 38.3 µM), for the others: at the top dose activity change, negative = inhibition, actives largely listed as inhibitors; also: potency is read from the fitted curve at half-maximal effect; % is scaled to controls: 0 for no effect and ±100 for the full control effect; nearly all actives have a fitted effect of over 60% in size
#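 Luminescence was the read-out, taken after 8-minute incubation at ambient temperature. Luciferase turned over luciferin with 10 uM ATP in imidazole pH 7.2 buffer containing KCl, MgCl2, Tween 20 and BSA.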
# NPSR antagonist: antagonists of human neuropeptide S receptor cAMP signaling. CHO-NPSR cells, cAMP TR-FRET, antagonist mode. AID 1461. Potency, µM (doses to about 38.3 µM), for inactives: at the top dose activity change, negative = inhibition, usual class: inhibitors. 220,000 tested, 1% active; also: potency is read from the fitted curve at half-maximal effect; % is scaled to controls: 0 for no effect and ±100 for the full control effect; nearly all actives have a fitted effect of over 50% in size; many of its hits are not listed in these tables
# Target sequence (Q6W5P4 whole entry, looked up): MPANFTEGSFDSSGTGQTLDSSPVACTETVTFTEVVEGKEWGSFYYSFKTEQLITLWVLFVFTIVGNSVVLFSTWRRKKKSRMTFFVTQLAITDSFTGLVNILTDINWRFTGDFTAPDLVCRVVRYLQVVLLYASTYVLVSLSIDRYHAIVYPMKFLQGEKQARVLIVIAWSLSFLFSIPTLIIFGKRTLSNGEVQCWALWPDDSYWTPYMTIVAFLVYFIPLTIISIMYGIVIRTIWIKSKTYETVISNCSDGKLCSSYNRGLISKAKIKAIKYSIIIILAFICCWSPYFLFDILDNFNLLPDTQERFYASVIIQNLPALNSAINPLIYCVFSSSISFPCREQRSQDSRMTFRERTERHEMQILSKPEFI
# GLA spleen mod: inhibitors or activators of human alpha-galactosidase in spleen homogenate; 240,000 tested, 0.008% active; human spleen homogenate, 4MU-alpha-Gal fluorescence, 40 min; P06280; Potency, µM (top dose mostly 80 µM), inactives show top-dose activity change, negative = inhibition, most hits filed as inhibitors;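 also: potency is read from the fitted curve at half-maximal effect; 0% = enzyme with vehicle and -100% = no enzyme basal signal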
# Target sequence (P06280 32-429 limits assumed): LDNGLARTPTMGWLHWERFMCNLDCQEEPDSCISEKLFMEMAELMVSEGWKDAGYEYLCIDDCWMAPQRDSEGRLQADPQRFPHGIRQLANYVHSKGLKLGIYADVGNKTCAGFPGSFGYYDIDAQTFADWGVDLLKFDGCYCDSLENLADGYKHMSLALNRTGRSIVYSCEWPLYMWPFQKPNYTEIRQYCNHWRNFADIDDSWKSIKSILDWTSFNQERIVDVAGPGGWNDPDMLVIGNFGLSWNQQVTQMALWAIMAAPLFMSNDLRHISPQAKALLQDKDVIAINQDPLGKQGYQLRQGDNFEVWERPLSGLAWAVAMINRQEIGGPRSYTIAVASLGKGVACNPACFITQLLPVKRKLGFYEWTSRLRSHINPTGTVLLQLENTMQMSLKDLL
#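 Fluorogenic readout (Ex 365/Em 440 nm) of 4-methylumbelliferone released from 1 mM 4-MU-alpha-galactoside by spleen homogenate, 40 min at 37C, pH 5.0. Data normalized to no-enzyme and enzyme controls; Hill-equation AC50 from compound titrations.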
# * hit, by the source's call; ? = inconclusive; / = no result given; & = joins results of further samples; [ ] = dose if it differs, or a comment. Unless noted, calls follow the shape of the dose curve; as a rule, active = well fitted curve in the direction sought with a large enough effect; inconclusive = small, poorly fitted or top-dose-only effect, or another doubt; inactive = no such curve, though single readings can be large; an effect the other way counts as inactive or inconclusive.
1	Cc1cc(C)n2nc(C(=O)NC(c3ccccc3)c3ccccc3)nc2n1
2	OC1(c2ccc(Br)cc2)CCNCC1
3	CCCS(=O)(=O)NCc1ccc2c(c1)cc(C)n2C
4	CN1CCN(c2ncc3ncc(=O)n(CCC#N)c3n2)CC1
5	COCCCNC(=O)CN1CCN(Cc2ccccc2Cl)C1=O
6	COc1ccc(O[C@H]2C=C[C@@H](c3ccccc3)O[C@@H]2CO/N=C(\C)CCC(=O)OC[C@H]2O[C@H](c3ccccc3)C=C[C@@H]2Oc2ccc(OC)cc2)cc1
7	O=C(CSc1nc2[nH]ncc2c(=O)n1-c1ccccc1)N1CCCCCC1
8	CN(C)CCNC(=O)c1ccc(-c2nn(C)c(=O)c3ccccc23)cc1
Compound	1	2	3	4	5	6	7	8
IMPase Li cell	-7%	-1%[38.3 µM]	5%	-4%	4%[38.3 µM]	4%	9%	25%[38.3 µM]
Epigenetic derep	-5.9%	0.9%	-1.0%	/	2.7%	-2.7%	-1.7%	-1.0%&0.7%
LMNA splice mod	?	3%	1%	-3%	2%	?	/	3%
CBFb-RUNX1 inh	6%	4%	-4%	/	-4%	4%[2.36 µM]	18%	2%
KinaseGlo FLuc	1%	0%	4%	/	-1%	0%	1%	3%
NPSR antagonist	-2%	1%[46.1 µM]	4%	/	12%[46.1 µM]	3%	6%	-4%[46.1 µM]
GLA spleen mod	-6%	-3%	0%	11%	3%	2%	-3%	12%

9	CCOc1cc(N2CCOCC2)c(OCC)cc1NC(=O)c1cc(C)nc2ccccc12
10	Cc1cc(=O)[nH]c(/N=C(\N)Nc2ccc3c(c2)OCCO3)n1
11	Cc1ccccc1CN(C)CC(=O)Nc1ccccc1-c1ccccc1
12	CC(=O)NC1C(=O)N=C(SCC(=O)NCc2ccccc2)NC1=O (stereo not given)
13	O=C(c1sc2ccccc2c1Cl)N(Cc1ccccc1Cl)C1CCS(=O)(=O)C1 (stereo not given)
14	N#CCC(=O)c1ccccc1Oc1ccc(Cl)cc1
15	C#CCNC(=O)C1=C[C@@H](c2coc3ccccc3c2=O)C[C@@H](OCc2ccc(CO)cc2)O1
16	COc1ccc(-c2nn(-c3ccccc3)cc2/C=N/Nc2cccc(C(=O)O)c2)cc1
Compound	9	10	11	12	13	14	15	16
IMPase Li cell	7%	-2%	/	6%	0%[38.3 µM]	-4%	8%	-2%
Epigenetic derep	-0.4%	-4.5%	-0.9%	-0.8%	0.0%	-1.4%	0.7%	3.6%
LMNA splice mod	-7%[46 µM]	?	-7%	4%	?	-24%[46 µM]	/	/
CBFb-RUNX1 inh	2%	-2%	12%	-7%	5%	-2%	10%	-12%
KinaseGlo FLuc	-1%	0%	/	0%	-3%	12%	/	0%
NPSR antagonist	-4%	4%	-26%[46.1 µM]	-5%[46.1 µM]	-23%[46.1 µM]	-7%	-12%	-15%
GLA spleen mod	-3%	2%	-1%	-12%	3%	-2%	-2%	-3%

# Some of the entries so far, with tabs.
entry	molecule	IMPase Li cell	Epigenetic derep	LMNA splice mod	CBFb-RUNX1 inh	KinaseGlo FLuc	NPSR antagonist	GLA spleen mod
12	CC(=O)NC1C(=O)N=C(SCC(=O)NCc2ccccc2)NC1=O (stereo not given)	6%	-0.8%	4%	-7%	0%	-5%[46.1 µM]	-12%
13	O=C(c1sc2ccccc2c1Cl)N(Cc1ccccc1Cl)C1CCS(=O)(=O)C1 (stereo not given)	0%[38.3 µM]	0.0%	?	5%	-3%	-23%[46.1 µM]	3%

# (listing goes on)
17	COC(=O)c1cnc(Oc2ccc(NC(=O)NC(=O)c3c(F)cccc3Cl)cc2)cc1C(F)(F)F
18	FC(F)(F)c1cccc(N2Cc3ccccc3C2)c1
19	O=C(c1n[nH]c2ccccc12)N1CCN(S(=O)(=O)c2ccc3ccccc3c2)CC1
20	Cc1ccsc1/C=C(/C#N)C(=O)NCc1ccccc1
21	c1cncc(-c2nnc3sc(C4CCCCC4)nn23)c1
22	COc1ccc(Br)cc1/C=N/NC(=O)CNC(=O)c1cccnc1
23	CCOC(=O)C1=C(C)NC(=O)NC1c1ccc2c(c1)OCO2 (stereo not given)
24	COc1cc2c3c(c1)C1(C(=O)N3C(C)(C)C=C2C)C(C#N)=C(N)Oc2cc(C)oc(=O)c21 (stereo not given)
Compound	17	18	19	20	21	22	23	24
IMPase Li cell	/	14%[38.3 µM]	37%[activator][38.3 µM]	-1%	19%[38.3 µM]	/	20%[38.3 µM]	3%[38.3 µM]
Epigenetic derep	-0.1%	-1.3%	3.8%	3.8%	1.0%	-1.8%	0.0%	-1.4%
LMNA splice mod	/	-3%	?	-6%	10%	/	-2%	?
CBFb-RUNX1 inh	16%	-3%	-1%	-3%	4%	-1%	-4%	-1%
KinaseGlo FLuc	/	-8%	-4%	0%	-2%	/	-3%	-1%
NPSR antagonist	21%	-13%[46.1 µM]	?	10%	-7%[46.1 µM]	-6%	-1%[46.1 µM]	-15%[46.1 µM]
GLA spleen mod	8%	-1%	-12%	6%	0%	1%	-1%	-6%

25	CC(=O)Oc1ccc2ccccc2c1C(NC(=O)Cc1ccccc1)c1ccccc1Cl (stereo not given)
26	CCOC(=O)N1CCN(C(=O)C2CCN(S(=O)(=O)CC)CC2)CC1
27	O=C(CSc1ncn[nH]1)c1ccco1
28	CCOC(=O)N1CCC(NC(=O)c2cccs2)CC1
29	CCNC(=O)CSc1nnc(-c2ccccc2)n1-c1ccc(OCC)cc1
30	COC(=O)c1ccc(Cn2cnc3ccccc3c2=O)cc1
31	CC(=O)Nc1ccccc1OCC(=O)c1ccc2c(c1)OCO2
32	COCCNCc1nc2sc(C)c(-c3ccccc3)c2c(=O)[nH]1
Compound	25	26	27	28	29	30	31	32
IMPase Li cell	12%[38.3 µM]	/	3%	/	-134%[38.3 µM]	29%[38.3 µM]	/	/
Epigenetic derep	-0.4%	-2.2%	-5.0%	0.0%	0.0%	-1.0%	-2.1%	8.0%
LMNA splice mod	?	-3%	5%	/	-2%	1%	?	/
CBFb-RUNX1 inh	-5%	4%	6%	1%	-2%	3%	0%	6%
KinaseGlo FLuc	-1%	/	-1%	/	1%	-3%	/	/
NPSR antagonist	?	-3%[46.1 µM]	8%[46.1 µM]	11%	-16%[46.1 µM]	-15%[46.1 µM]	-8%[46.1 µM]	3%[7.67 µM]
GLA spleen mod	7%	-5%	-11%	13%	-1%	-6%	3%	3%

33	COc1ccc(-c2ccc(CCC(=O)O)n2CC(=O)Nc2cccc(OC)c2)cc1
34	Cc1cccc(OCC(=O)NCC(=O)N/N=C/c2c(C)[nH]c3ccccc23)c1
35	CCOc1ccc(OCC)c(NS(=O)(=O)c2cccc3nsnc23)c1
36	COc1ccc(OC)c(Nc2cc(C)nc3ccccc23)c1
37	Cc1ccc(N2CC(c3nc4ccccc4n3C)CC2=O)cc1C (stereo not given)
38	CC(NC(=O)CCc1ccccc1)c1cc2c(cc1Cl)OCCO2 (stereo not given)
39	Cc1cc(C)nc(-n2nc(C)cc2NC(=O)CN2CCc3ccccc3C2)n1
40	CCNc1ncc2nc(-c3ccc(OC)cc3)c(=O)n(C[C@H]3CCCO3)c2n1
Compound	33	34	35	36	37	38	39	40
IMPase Li cell	-3%	/	22%[38.3 µM]	6%[38.3 µM]	39%[38.3 µM]	-4%	11%[38.3 µM]	?
Epigenetic derep	-3.3%	0.0%	0.0%	-0.3%	0.0%	11%	-4.2%	/
LMNA splice mod	6%[46 µM]	/	7%	?	-6%	0%	?	6%
CBFb-RUNX1 inh	-7%	5%	-27%	1%	11%	-16%	0%	/
KinaseGlo FLuc	0%	/	1%	-6%	0%	-5%	-1%	/
NPSR antagonist	-10%	-6%	-12%[46.1 µM]	7%[46.1 µM]	-7%[46.1 µM]	-3%	?	/
GLA spleen mod	4%	-7%	7%	1%	-19%	5%	5%	8%

41	CCn1ccnc1CN1CCCC(CO)(Cc2cccc(OC)c2)C1 (stereo not given)
42	Cc1cc(Nc2cccc(Cl)n2)n(-c2ccccc2)n1
43	COC(=O)C1=C(C)NC(=O)/C1=C\c1cc(C)n(-c2ccccc2C)c1C
44	CCCCSc1nc(O)c(C2OC(=O)c3c2ccc(OC)c3OC)c(=O)n1-c1ccccc1 (stereo not given)
45	Cc1ccc(Nc2cc(=O)[nH]c(=O)[nH]2)cc1Cl
46	Cc1ccc(S(=O)(=O)CC(=O)Nc2ccc(S(=O)(=O)Nc3onc(C)c3C)cc2)cc1
47	O=C(CN1c2cccc3cccc(c23)S1(=O)=O)Nc1ccc(S(=O)(=O)N2CCOCC2)cc1
48	O=C(O)c1ccc(F)c(S(=O)(=O)Nc2ccccc2)c1
Compound	41	42	43	44	45	46	47	48
IMPase Li cell	31%[activator]	7%	26%[38.3 µM]	-8%[38.3 µM]	-4%	26%[38.3 µM]	-5%	-2%[38.3 µM]
Epigenetic derep	-1.1%	0.0%	0.0%	1.5%	-1.5%	-1.1%	-0.8%	-2.6%
LMNA splice mod	/	?	10%	25%	-1%[46 µM]	-6%	2%	-2%
CBFb-RUNX1 inh	-7%	1%	-3%	0%	16%	6%	-5%	5%
KinaseGlo FLuc	-1%	0%	5%	2%	2%	3%	1%	0%
NPSR antagonist	7%	2%[46.1 µM]	-16%[46.1 µM]	?	2%	-28%[46.1 µM]	-3%	-22%[46.1 µM]
GLA spleen mod	5%	4%	-3%	-2%	-1%	-6%	-8%	1%

49	C(=N\Nc1nc2ccccc2[nH]1)/c1cccc2cccnc12
50	CC(CC(=O)Nc1cccnc1)c1ccccc1 (stereo not given)
51	COc1nc(N)c(S(=O)(=O)c2ccccc2)cc1C#N
52	Cc1cc(C)nc(Nc2ncc(O)n2-c2ccc(C)c(C)c2)n1
53	COCCSc1nnc(NC(=O)c2cc(OC)c(OC)cc2[N+](=O)[O-])s1
54	CN(C)/C=C(\c1cnc(Cl)s1)S(=O)(=O)c1ccccc1
55	CCCCn1c(SCC(=O)N2CCOCC2)nnc1-c1cccs1
Compound	49	50	51	52	53	54	55
IMPase Li cell	/	5%	32%[38.3 µM]	17%[38.3 µM]	-22%	-2%	-7%[38.3 µM]
Epigenetic derep	6.4%	-1.2%	5.5%	0.0%	1.1%	-1.3%	0.9%
LMNA splice mod	/	4%[46 µM]	-1%	0%	/	?	-8%[0.0737 µM]
CBFb-RUNX1 inh	?	10%	12%	6%	-2%	-2%	-2%
KinaseGlo FLuc	/	4%	5%	-5%	4%	2%	0%
NPSR antagonist	?	6%	2%[46.1 µM]	14%[46.1 µM]	-4%	-2%	-15%[46.1 µM]
GLA spleen mod	0%	-4%	5%	-2%	-9%	4%	20%

# Source: PubChem BioAssay

# An excerpt; the hit share may differ from the screen's.
